MCF10A rerep = DNA re-replication induction in MCF 10a cells. MCF 10A DNA re-replication, Hoechst nuclear intensity, 48 h. Potency, µM (titrated, usually from 46.1 µM), for the others: top-dose activity, positive = re-replication, actives largely listed as activators. 350,000 tested, 2.9% active. AID 624296; also: potency is read from the fitted curve at half-maximal effect; % of control where 0% means no effect; nearly all actives have a fitted effect of over 50% in size
HT1080-NT tox = kills 2HG-producing HT-1080-NT fibrosarcoma cells; Potency, µM (doses to about 46.1 µM), without a hit: top-dose activity, negative = less viability, usual class: cytotoxic; AID 686970; HT-1080-NT fibrosarcoma viability, CellTiter-Glo ATP luminescence, 48 h; 360,000 tested, 1.6% active;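 also: NT is the 2HG producing partner of a matched IDH1 knockdown line; potency is read from the fitted curve at half-maximal effect; 0% = DMSO-treated cells and -100% = media-only wells without cells; nearly all actives have a fitted effect of over 55% in size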
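HT-1080-NT fibrosarcoma cells (2HG-overproducing), 750 cells/well in RPMI with 5% FBS, dosed after 2 h and incubated 48 h at 37C. CellTiter-Glo luminescence normalized to DMSO and no-cell wells; concentration-response curves fitted and classed.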
KB-3-1 tox = kills parental KB-3-1 adenocarcinoma cells. 400,000 tested, 1.4% active. KB-3-1 viability, CellTiter-Glo ATP luminescence, 72 h. Potency, µM (series often up to 46.1 µM), without a hit: at the top dose activity change, negative = cytotoxic, most hits filed as cytotoxic; also: potency is read from the fitted curve at half-maximal effect; % is scaled to controls: 0 for no effect and ±100 for the full control effect; nearly all actives have a fitted effect of over 60% in size
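Viability of parental KB-3-1 cells, measured by CellTiter-Glo luminescence, followed a 72 h incubation at 37 °C with pinned compounds in phenol-red-free DMEM containing 10% FBS.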
SW480 rereplic = DNA re-replication induction in SW480 cells | SW480 DNA re-replication, Hoechst DNA content imaging, 48 h | Potency, µM (titrated, usually from 46.1 µM), for inactives: at the top dose re-replication activation, most hits filed as activators | 340,000 tested, 1.8% active | AID 624297; also: potency is read from the fitted curve at half-maximal effect; % of control where 0% means no effect; nearly all actives have a fitted effect of over 55% in size
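SW480 cells exposed to compounds for 48 hr at 37 C, 5% CO2, then Hoechst-stained 40 min. Nuclear DNA content imaged by fluorescence scanning (405 nm excitation, 500-530 nm emission); re-replication scored as increased high-intensity nuclei.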
HT1080 IDH1KD tx = HT-1080 IDH1 knockdown cell toxicity (counter line); HT-1080 IDH1 knockdown viability, ATP luminescence, 48 h; Potency, µM (doses to about 46.1 µM), for the others: at the highest dose activity, negative = toxicity, most hits filed as cytotoxic; 360,000 tested, 2% active;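 also: potency is read from the fitted curve at half-maximal effect; 0% = DMSO wells and -100% = cell-free medium wells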
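HT-1080-IDH1KD cells (IDH1 knocked down), 750/well in RPMI with 5% FBS, treated with compound 48 h at 37 degrees C. Viability by CellTiter-Glo luminescence, normalised to DMSO and no-cell wells; concentration-response curves classed.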
IL-1B inflam inh = blocks inflammasome-driven IL-1 beta release. 360,000 tested, 4.7% active. THP-1 LPS/ATP IL-1B secretion, AlphaLISA, 16 h; active compounds read low. activity change, % at 57.5 µM; in the data active = activity change below about -50%; inconclusive = mostly about -30% to -49%; also: % is scaled to controls: 0 for no effect and ±100 for the full control effect
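THP-1 cells pretreated 1 hr with compounds (up to 57.5 uM final), then stimulated with LPS (250 ng/mL final) plus ATP (1.25 mM final); secreted IL-1B measured by AlphaLISA after 16 hr, decreased signal indicating inhibition.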
ATXN viability = viability counter-screen for ATXN expression inhibitors. S2 cells (HEK-293 line with an ATXN2-luciferase reporter) viability, CellTiter-Fluor protease fluorescence, 24 h. Potency, µM (highest dose often 56.7 µM), hits mostly cytotoxic. 400,000 tested, 0.49% active. AID 651635; also: potency is read from the fitted curve at half-maximal effect; nearly all actives have a fitted effect of over 40% in size
ATXN2 expr inh = ATXN2 expression inhibition | 360,000 tested, 0.72% active | HEK-293 ATXN2-luciferase reporter, luminescence, 24 h | Potency, µM (series often up to 57 µM), inactives show at the top dose activity change, negative = inhibition, actives largely listed as inhibitors; also: potency is read from the fitted curve at half-maximal effect; % is scaled to controls: 0 for no effect and ±100 for the full control effect; nearly all actives have a fitted effect of over 55% in size
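qHTS (up to 57 uM final) was run with 24 h compound exposure of reporter cells at 37 °C. Each well was multiplexed: SteadyGlo luminescence measured ATXN2-luciferase expression after a fluorogenic Gly-Phe-AFC viability readout (25 uM final).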
KB-V1 cytotox = KB-V1 MDR subline cytotoxicity; 400,000 tested, 3.4% active; Potency, µM (highest dose often 46.1 µM), inactives show at the top dose activity change, negative = cytotoxicity, most hits filed as cytotoxic; AID 1347076; KB-V1 MDR cells viability, CellTiter-Glo, 72 h; also: potency is read from the fitted curve at half-maximal effect; % is scaled to controls: 0 for no effect and ±100 for the full control effect; nearly all actives have a fitted effect of over 60% in size
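Compound-treated KB-V1 multidrug-resistant cells, 72 h, 37 degrees C; viability by CellTiter-Glo. Fitted qHTS curves give the values.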
* marks the source's active call; other numbers are inactive results; i = inactive; ? = inconclusive; nt = not tested or not shown; [ ] = remark or other dose. Unless noted, calls follow the shape of the dose curve; as a rule, active = well fitted curve in the direction sought with a large enough effect; inconclusive = small, poorly fitted or top-dose-only effect, or another doubt; inactive = no such curve, though single readings can be large; an effect the other way counts as inactive or inconclusive.

1: Cc1ccc(O)c(Nc2c3ccccc3nc3ccccc23)c1
2: O=C(NCCCN1CCOCC1)c1ccc(CSCc2cccc(Cl)c2)o1
3: O=C(OCc1nnc(-c2ccccc2)o1)c1ccc([N+](=O)[O-])s1
4: COc1cc(CNCCN(C)C)ccc1OCc1c(F)cccc1Cl
5: CC1CCCCN1CCCNc1ccc(C(CC(N)=O)NC(=O)Cc2ccc(Cl)cc2)cc1[N+](=O)[O-] (configuration not stated)
6: COc1ccc(NC(=O)CSc2nc3[nH]ncc3c(=O)n2-c2ccccc2OC)cc1OC
7: CC(C)/C=C1\CCCCC1N(C)C(=O)NC(C)C (configuration not stated)
8: NC(=O)c1ccc(Oc2ccc3c(c2)CCC3)c([N+](=O)[O-])c1
assay / entry,1,2,3,4,5,6,7,8
ATXN viability,nt,i,i,i,i,?,i,i
ATXN2 expr inh,-37%,-14%,-16%,-13%,9%,-18%,3%,-2%
MCF10A rerep,?,?,124%,7%,-2%,-45%[inhibitor],-4%,15%
IL-1B inflam inh,-95*,-13,-18,-24,14,-16,18,?
HT1080 IDH1KD tx,16µM*,-7%,-2%,?,4%,-10%,-1%,?
KB-V1 cytotox,-22%,-25%,-6%,7%,-7%,-10%,-8%,4%
SW480 rereplic,?,0%,?,?,1%,29%,-4%,3%
HT1080-NT tox,23µM*,-11%,-5%,-21%,9%,-4%,9%,?
KB-3-1 tox,-12%,3%,-9%,-5%,12%,12%,-9%,2%

A draw from above in order of length of the SMILES, largest number first:
5: CC1CCCCN1CCCNc1ccc(C(CC(N)=O)NC(=O)Cc2ccc(Cl)cc2)cc1[N+](=O)[O-] (configuration not stated)
3: O=C(OCc1nnc(-c2ccccc2)o1)c1ccc([N+](=O)[O-])s1
2: O=C(NCCCN1CCOCC1)c1ccc(CSCc2cccc(Cl)c2)o1
7: CC(C)/C=C1\CCCCC1N(C)C(=O)NC(C)C (configuration not stated)
assay / entry,5,3,2,7
ATXN viability,i,i,i,i
ATXN2 expr inh,9%,-16%,-14%,3%
MCF10A rerep,-2%,124%,?,-4%
IL-1B inflam inh,14,-18,-13,18
HT1080 IDH1KD tx,4%,-2%,-7%,-1%
KB-V1 cytotox,-7%,-6%,-25%,-8%
SW480 rereplic,1%,?,0%,-4%
HT1080-NT tox,9%,-5%,-11%,9%
KB-3-1 tox,12%,-9%,3%,-9%

Continued:
9: Cc1ccc(S(=O)(=O)NC(=O)Nc2cccc([N+](=O)[O-])c2)cc1
10: Cn1c2ccccc2c2nnc(SCC(=O)Nc3ccccc3F)nc21
11: CCCC(=O)NC(c1ccco1)c1cc([N+](=O)[O-])c2cccnc2c1O (configuration not stated)
12: CCOC(=O)c1c(NC(=O)CN2C(=O)NC3(CCCCC3C)C2=O)sc(C)c1C (configuration not stated)
13: O=C(O)c1cc2ccccc2[nH]1
14: O=C(OCC(=O)N1CCOCC1)c1c(Cl)ccc(Cl)c1Cl
15: Cc1c(Cl)cccc1NC(=O)Nc1ccc(C(=O)N2CCCC2)cc1
16: COCCCNC(=O)Cn1ccc(N)nc1=O
assay / entry,9,10,11,12,13,14,15,16
ATXN viability,i,i,i,?,i,?,i,i
ATXN2 expr inh,0%,nt,?,6%,7%,5%,51%[activator],-3%
MCF10A rerep,-2%,12%,0%,?,-3%,-1%,?,-16%
IL-1B inflam inh,25,3,90,2,30,4,0,0
HT1080 IDH1KD tx,2%,14%,-22%,-5%,1%,2%,?,1%
KB-V1 cytotox,6%,-5%,?,?,10%,13%,16µM*,8%
SW480 rereplic,-30%[inhibitor],19%,?,0%,-38%[inhibitor],-20%,-87%[inhibitor],-4%
HT1080-NT tox,1%,11%,-8%,-10%,0%,-18%,?,19%
KB-3-1 tox,-2%,-4%,?,1%,0%,11%,-5%,-16%

17: O=C(CSc1nnnn1Cc1ccccc1)Nc1ccc2c(c1)OCCO2
18: Cc1cccn2c(=O)c(/C=C3\SC(=S)NC3=O)c(NCCCN3CCOCC3)nc12
19: CC(=O)N1NC(=Nc2ccccc2)SC1(C)C
20: O=C(OCC(=O)N1CCN(c2ccccc2)CC1)c1ccccc1NCCO
21: CN(c1ccccc1)S(=O)(=O)c1cc(C(=O)Nc2nc3ccccc3[nH]2)ccc1Cl
22: COC(=O)c1noc(C)c1-c1ccnn1C(=O)c1ccc(C)cc1
23: C#CCOCCOCCOCCNc1nc(N2CCN(C(=O)CCCCCCCCCCNC(=O)[C@H](CCCCN)n3cc(C[C@@H](C)CC)nn3)CC2)nc(N2CCN(C(=O)CCCCCCCCCCNC(=O)[C@H](CCCN=C(N)N)n3cc(C[C@@H](C)CC)nn3)CC2)n1
24: CCOc1cc(C2C(C#N)=C(N)OC(C)=C2C(C)=O)cc(Br)c1O (configuration not stated)
assay / entry,17,18,19,20,21,22,23,24
ATXN viability,i,i,i,i,i,i,nt,i
ATXN2 expr inh,29%,nt,-26%,20%,?,-3%,-20%,1%
MCF10A rerep,4%,14%,11%,22%,?,3%,16µM*,-2%
IL-1B inflam inh,5,-83*,-75*,-15,0,-10,-52*,17
HT1080 IDH1KD tx,-8%,5%,-11%,8%,-26%,18%,?,12%
KB-V1 cytotox,-24%,0%,18µM*,-3%,3.7µM*,?,-8%,-1%
SW480 rereplic,-2%,2%,-3%,-58%[inhibitor],?,-22%,2%[9.22 µM],2%
HT1080-NT tox,-1%,0%,0%,-3%,-3%,7%,?,10%
KB-3-1 tox,3%,10%,-13%,10%,?,7%,0%,-9%

25: CCCN1CCN(CCCNC(=O)Cn2nc(-c3ccccc3)ccc2=O)CC1
26: COc1ccccc1C(CNC(=O)c1ccco1)N1CCCC1 (configuration not stated)
27: CC(=O)Nc1ccc(C(=O)CS(=O)(=O)c2ccc(C)cc2)cc1
28: O=C1OC(C(=O)Nc2nccs2)Cc2ccccc21 (configuration not stated)
29: CSc1cccc(CN2CCCC(C(=O)Nc3cccc(-n4cccn4)c3)C2)c1 (configuration not stated)
30: CCOc1ccc(-n2c(SCc3ccc([N+](=O)[O-])cc3)nnc2-c2ccccc2)cc1
31: Cn1nc(-c2ccccc2F)c2cc(C(=O)N3CCN(c4ccc(F)cc4)CC3)sc21
32: CSc1ccccc1NC(=O)c1ccc(Cl)s1
assay / entry,25,26,27,28,29,30,31,32
ATXN viability,i,i,i,i,i,i,?,i
ATXN2 expr inh,2%,nt,-5%,-1%,-28%,?,?,22%
MCF10A rerep,-2%,15%,-4%,7%,?,?,nt,10%
IL-1B inflam inh,7,10,6,10,-66*,3,nt,33
HT1080 IDH1KD tx,0%,5%,4%,0%,-8%,-22%,nt,-26%
KB-V1 cytotox,3%,11%,-2%,-9%,nt,?,-9%,7%
SW480 rereplic,-12%,-3%,-4%,-6%,16µM*,-4%,nt,-1%
HT1080-NT tox,-2%,-7%,0%,23%,-11%,-14%,nt,5%
KB-3-1 tox,9%,3%,5%,-2%,nt,-22%,?,-15%

Reformatted with bars between the fields: entries from further up.
nr | SMILES | ATXN viability | ATXN2 expr inh | MCF10A rerep | IL-1B inflam inh | HT1080 IDH1KD tx | KB-V1 cytotox | SW480 rereplic | HT1080-NT tox | KB-3-1 tox
28 | O=C1OC(C(=O)Nc2nccs2)Cc2ccccc21 (configuration not stated) | i | -1% | 7% | 10 | 0% | -9% | -6% | 23% | -2%
29 | CSc1cccc(CN2CCCC(C(=O)Nc3cccc(-n4cccn4)c3)C2)c1 (configuration not stated) | i | -28% | ? | -66* | -8% | nt | 16µM* | -11% | nt

New compounds follow:
33: COc1ccc(-c2csc(NC(=O)CCCc3nc4ccccc4c(=O)[nH]3)n2)cc1OC
34: CC(Sc1nnnn1-c1ccc(Cl)cc1)C(=O)NCC(=O)Nc1ccc(F)c(F)c1F (configuration not stated)
35: COc1cccc(N(C(=O)c2snc(C(N)=O)c2N)C(C(=O)NCC2CCCO2)c2ccc3ncccc3c2)c1 (configuration not stated)
36: CC(NC(=S)NCCN1CCOCC1)C12CC3CC(CC(C3)C1)C2 (configuration not stated)
37: CCCc1nc2c3ccccc3ccn2c1CC(C)(C)C
38: COC(=O)c1ccc(NC(=O)c2ccc(NS(=O)(=O)c3cccc4cccnc34)cc2)cc1
39: COc1ccc(N2CC(NS(=O)(=O)c3cccs3)CC2=O)cc1OC (configuration not stated)
40: CCCc1cc(C(=O)NC2CCCN(Cc3ccccc3F)C2)no1 (configuration not stated)
assay / entry,33,34,35,36,37,38,39,40
ATXN viability,i,i,i,i,?,i,i,i
ATXN2 expr inh,0%,-9%,3%,-13%[11.3 µM],-10%,-31%,-20%,5%
MCF10A rerep,15%,14%,1%,-3%,nt,15%,0%,4%
IL-1B inflam inh,-24,-5,-10,-1,0,2,35,-4
HT1080 IDH1KD tx,-1%,-12%,24%,-6%,?,-20%,4%,2%
KB-V1 cytotox,6%,16µM*,?,-3%,0%,-6%,9%,?
SW480 rereplic,-6%,2%,2%,0%,nt,?,-379%[inhibitor],?
HT1080-NT tox,1%,3%,-7%,-2%,?,-26%,9%,-2%
KB-3-1 tox,-1%,3%,0%,-5%,0%,-5%,2%,-10%

41: Cc1ccccc1CCNC(=O)C1CCCN(c2cnccn2)C1 (configuration not stated)
42: O=S(=O)(c1cccc2cnccc12)N1CCNCC1
43: O/N=C(\c1ccccn1)C1CC1c1ccccc1 (configuration not stated)
44: O=C(C1CCC1)N1CCc2cc(S(=O)(=O)NCc3ccc(F)cc3)ccc21
assay / entry,41,42,43,44
ATXN viability,i,i,i,i
ATXN2 expr inh,0%,-14%,5%,-6%
MCF10A rerep,0%,?,-10%,nt
IL-1B inflam inh,10,-51*,27,nt
HT1080 IDH1KD tx,12%,-19%,-22%,nt
KB-V1 cytotox,-8%,-8%,-5%,-7%
SW480 rereplic,-6%,-7%,-8%,nt
HT1080-NT tox,23%,?,1%,nt
KB-3-1 tox,1%,?,?,-11%

Compound activity deposited in PubChem by National Center for Advancing Translational Sciences (NCATS).
